# Bioassay records: PubChem, National Center for Advancing Translational Sciences (NCATS)
# HCMV inh – qHTS Assay for inhibitors of the human cytomegalovirus (HCMV) | HFF cells, HCMV-luciferase reporter, 72 h; stronger effect = lower value | activity change, negative = inhibition, % at 57.5 µM | 4.5% of 410,000 active; in the data active = activity change below about -60%; inconclusive = no clear call, values can overlap the other calls; inactive = above about -39%
#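 Two-dose cell screen: HFF monolayers treated with compounds and infected with luciferase-expressing HCMV at 1 PFU/cell, 72 h at 37C, then lysed for luciferase measurement.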
# Sm TGR inh – qHTS Assay for the Inhibitors of Schistosoma Mansoni Peroxiredoxins; Schistosoma mansoni thioredoxin glutathione reductase (TGR), Q962Y6; purified TGR, DTNB reduction, TNB absorbance 405 nm; Potency, µM (doses to about 114 µM), inactives show at the highest dose activity change, negative = inhibition, hits mostly inhibitors; 3% of 360,000 active; AID 485364, 2010; also: potency is read from the fitted curve at half-maximal effect; nearly all actives have a fitted effect of over 60% in size
#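 Kinetic colorimetric format: TGR-catalysed, NADPH-driven DTNB reduction monitored via TNB absorbance. Enzyme dispensed at 20 nM; compound exposure 15 min at room temperature before reaction start.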
# LmPK inh – qHTS Assay for Inhibitors of Leishmania Mexicana Pyruvate Kinase (LmPK); purified LmPK, Kinase-Glo ATP luminescence, 1 h; 0.37% of 290,000 active; Potency, µM (series often up to 57.5 µM), for the others: top-dose activity change, negative = inhibition, usual class: inhibitors; Q27686; also: potency is read from the fitted curve at half-maximal effect
# Target sequence (Q27686 whole entry, looked up): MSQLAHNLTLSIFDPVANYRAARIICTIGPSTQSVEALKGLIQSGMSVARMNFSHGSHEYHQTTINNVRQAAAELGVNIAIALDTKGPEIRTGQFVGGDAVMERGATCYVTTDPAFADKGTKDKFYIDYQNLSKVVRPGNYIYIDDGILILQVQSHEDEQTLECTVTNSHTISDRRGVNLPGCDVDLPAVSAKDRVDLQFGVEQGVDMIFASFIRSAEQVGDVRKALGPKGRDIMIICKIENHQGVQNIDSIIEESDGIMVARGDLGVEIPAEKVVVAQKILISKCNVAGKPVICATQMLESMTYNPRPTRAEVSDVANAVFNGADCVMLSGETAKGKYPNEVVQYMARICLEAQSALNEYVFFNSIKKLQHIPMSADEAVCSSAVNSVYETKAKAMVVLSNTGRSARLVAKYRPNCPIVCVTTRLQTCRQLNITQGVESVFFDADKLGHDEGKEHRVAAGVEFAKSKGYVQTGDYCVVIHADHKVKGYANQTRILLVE
#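 In 50 mM imidazole pH 7.2 with 7 mM MgCl2, LmPK (0.1 nM) turned over PEP (0.5 mM) and ADP (0.1 mM) for 1 h at room temperature. Luciferase read-out of ATP.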
# AmpC inh no detg – qHTS Inhibitors of AmpC Beta-Lactamase (assay without detergent); 0.52% of 330,000 active; AID 485341, 2010; Potency, µM (top dose mostly 57.1 µM), without a hit: at the highest dose activity change, negative = inhibition, most hits filed as inhibitors; P00811; AmpC nitrocefin hydrolysis, absorbance 480 nm, 0.0001% Triton;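 also: potency is read from the fitted curve at half-maximal effect; plate controls were no compound for no effect and no enzyme for full effect; nearly all actives have a fitted effect of over 20% in size; some results filed as inactive show a strong effect at the top dose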
# Target sequence (P00811 whole entry, looked up): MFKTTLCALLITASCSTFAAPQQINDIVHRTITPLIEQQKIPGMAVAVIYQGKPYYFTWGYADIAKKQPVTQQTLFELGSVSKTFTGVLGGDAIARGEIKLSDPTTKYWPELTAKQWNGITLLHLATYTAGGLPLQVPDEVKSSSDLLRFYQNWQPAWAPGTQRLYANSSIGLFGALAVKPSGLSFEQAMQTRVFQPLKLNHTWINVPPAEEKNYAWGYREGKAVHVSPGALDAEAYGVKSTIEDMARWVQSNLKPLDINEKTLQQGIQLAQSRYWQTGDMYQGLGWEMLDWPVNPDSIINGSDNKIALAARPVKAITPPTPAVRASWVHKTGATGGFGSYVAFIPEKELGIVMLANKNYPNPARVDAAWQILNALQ
#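 20 mM phosphate pH 7.0 + 0.01% (detergent screen) or 0.0001% Triton X-100; 5.3 nM AmpC reagent; cpd preinc 15 min RT; nitrocefin (800 uM stock) to start; A480 q20 s × 4 min; Activity was normalised to no-enzyme and no-compound control wells.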
# AMA1-RON2 inh – qHTS for Inhibitors of AMA1-RON; Towards Development of Antimalarial Drug Lead: Primary Screen; Plasmodium falciparum AMA1 (3D7) - RON2 peptide interaction; AlphaScreen AMA1-biotinylated RON2 peptide binding; Potency, µM (highest dose often 58.2 µM), for inactives: at the top dose activity change, negative = inhibition, hits mostly inhibitors; 0.2% of 360,000 active;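 also: potency is read from the fitted curve at half-maximal effect; 0% = vehicle wells and -100% = peptide control; nearly all actives have a fitted effect of over 45% in size; some results filed as inactive show a strong effect at the top dose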
#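 AMA1 (3D7) with his tag at 25 nM final met compounds first, then biotinylated RON2 peptide at 25 nM; detection used donor plus acceptor beads, 10 µg/mL apiece, read by AlphaScreen after 30 min at room temperature.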
# AmpC inh detg – qHTS Inhibitors of AmpC Beta-Lactamase (assay with detergent); AmpC hydrolysis of nitrocefin, absorbance 480 nm, 0.01% Triton; 0.041% of 370,000 active; Potency, µM (top dose mostly 114 µM), inactives show at the highest dose activity change, negative = inhibition, usual class: inhibitors; P00811; AID 485294, 2010;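 also: potency is read from the fitted curve at half-maximal effect; 0% = no-compound wells and -100% = no-enzyme wells; nearly all actives have a fitted effect of over 25% in size; some results filed as inactive show a strong effect at the top dose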
#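 20 mM phosphate pH 7.0 + 0.01% (detergent screen) or 0.0001% Triton X-100; 5.3 nM AmpC reagent; cpd preinc 15 min RT; nitrocefin (800 uM stock) to start; A480 q20 s × 4 min; Activity was normalised to no-enzyme and no-compound control wells.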
# TbPYK inhibitor – qHTS of Trypanosoma Brucei Inhibitors; pyruvate kinase (Trypanosoma brucei), Q57TT1; TbPYK enzyme, Kinase-Glo Plus ATP luminescence, 45 min; Potency, µM (doses to about 76.8 µM), for inactives: at the highest dose activity, negative = inhibition, most hits filed as inhibitors; 0.12% of 410,000 active; also: potency is read from the fitted curve at half-maximal effect; nearly all actives have a fitted effect of over 50% in size
#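 Readout: single end-point luminescence (Kinase-Glo Plus, 10 min). Reaction conditions were TbPYK/substrate plus 130 uM ADP, 45 min at RT, pH 7.2 TEA buffer. No-enzyme wells served as controls, and data were normalized before concentration-response fitting.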
# * = called active by the depositor; ? = inconclusive; / = not tested or not shown; [ ] = remark or other dose. Unless noted, calls follow the shape of the dose curve; as a rule, active = well fitted curve in the direction sought with a large enough effect; inconclusive = small, poorly fitted or top-dose-only effect, or another doubt; inactive = no such curve, though single readings can be large; an effect the other way counts as inactive or inconclusive. Unless noted, % is scaled to controls: 0 for no effect and ±100 for the full control effect. Rows were taken by chance; about 7.4% have a hit in one of these screens.
SMILES,HCMV inh,Sm TGR inh,LmPK inh,AmpC inh no detg,AMA1-RON2 inh,AmpC inh detg,TbPYK inhibitor
Cc1cc(=O)oc2cc(NC(=O)CN3C(=O)NC(C)(c4ccccc4)C3=O)ccc12 (stereo unspecified),-5,1%,/,-49%,4%,?,-4%
CCN(Cc1ccccc1)C(c1ccc(C)cc1)c1nnnn1C(C)(C)CC (stereo unspecified),-23,14%,2%,-1%,-5%,?,0%
CC(=O)N1c2ccc(S(=O)(=O)N(C)CC(=O)N(C)Cc3ccccc3)cc2CC1C (stereo unspecified),-38,1%,6%,34%,-9%,-5%,11%
CS(=O)(=O)NNC(=O)c1cc2cc3ccccc3nc2s1,-23,-3%,-1%,-27%,16%,-12%,-16%
COc1ccc(-c2cc(-c3nnc(COC(=O)CC4CCCC4)o3)c3ccccc3n2)cc1OC,44,5%,4%,-14%,121%[activator],?,2%
O=C(Cn1cc(C(F)(F)F)cc(Cl)c1=O)NC1CCS(=O)(=O)C1 (stereo unspecified),-35,-2%,/,-6%,-3%,-5%,5%
Cc1ccc(S(=O)(=O)NCC(=O)NCC2COc3ccccc3O2)cc1C (stereo unspecified),-19,8%,/,2%,6%,3%,-10%
C=CCNC(=S)Nc1ccc2nsnc2c1,?,?,1%,-28%,-9%,-1%,2%
COc1ccc(CN2CCC(C(=O)N(C)CCc3ccc(OC)c(OC)c3)CC2)c(OC)c1,39,0%,-5%,-11%,-12%,-2%,-11%
CCCCCCCCCCn1cc(C(C)=O)c(=O)[nH]c1=O,49,11%,-2%,-9%,-7%,?,-26%
CNc1c([N+](=O)[O-])cnn1-c1ccccc1Cl,61,4%,6%,-7%,-7%,1%,0%
Cc1cc(OCC(=O)NCCc2c[nH]c3ccccc23)c2c(C)cc(=O)oc2c1,12,-13%,-9%,-4%,-1%,-9%,-11%
O=C(Nc1ccncc1)c1ccc(Cl)c(S(=O)(=O)N2CCCC2)c1,-71*,-2%,/,-26%,-6%,-10%,-3%
CC(=O)Nc1ccc(-c2ccnc3c2CC(C)(C(=O)NCc2ccc(N(C)C)cc2)O3)cc1 (stereo unspecified),41,/,/,/,?,/,-4%
CC(=O)c1c(C)[nH]c(C(=O)COC(=O)C2CC2)c1C,-7,-6%,10%,-5%[11.4 µM],11%,?,3%

# Sorted by number of heavy atoms (smallest number first): some entries from above
SMILES,HCMV inh,Sm TGR inh,LmPK inh,AmpC inh no detg,AMA1-RON2 inh,AmpC inh detg,TbPYK inhibitor
C=CCNC(=S)Nc1ccc2nsnc2c1,?,?,1%,-28%,-9%,-1%,2%
CS(=O)(=O)NNC(=O)c1cc2cc3ccccc3nc2s1,-23,-3%,-1%,-27%,16%,-12%,-16%
O=C(Nc1ccncc1)c1ccc(Cl)c(S(=O)(=O)N2CCCC2)c1,-71*,-2%,/,-26%,-6%,-10%,-3%
CCN(Cc1ccccc1)C(c1ccc(C)cc1)c1nnnn1C(C)(C)CC (stereo unspecified),-23,14%,2%,-1%,-5%,?,0%
COc1ccc(CN2CCC(C(=O)N(C)CCc3ccc(OC)c(OC)c3)CC2)c(OC)c1,39,0%,-5%,-11%,-12%,-2%,-11%

# New compounds follow
SMILES,HCMV inh,Sm TGR inh,LmPK inh,AmpC inh no detg,AMA1-RON2 inh,AmpC inh detg,TbPYK inhibitor
Cc1ccc(NC(=O)/C=C/c2ccccc2)c(Br)c1,48,-9%,/,/,/,-13%,-9%
CCN(CC)CCOC(=O)c1cc(Cl)c(N)cc1OC,-21,-6%,/,-18%,10%,-11%,-10%
CN(C)c1ccc(S(=O)(=O)N2CCCCC2)cc1NC(=O)C1=NN(c2ccccc2)C(=O)CC1,0,3%,-9%,-16%,2%,?,-5%
CNC(=S)N/N=C(\C)c1ccc(Cl)c(Cl)c1,-32,3%,2%,-57%,7%,-6%,0%
CC[C@@H]1[C@H]2CCCC(=O)N3CC[C@@H](C[C@@H]1OC(=O)Nc1ccccc1)[C@@H]23,-8,-14%,-4%,73%[activator],4%,-14%,-13%
Cc1cccc(NC(=O)CSc2nnc(C3CC3)n2CC2CCCO2)c1C (stereo unspecified),-20,2%,-4%,-3%,2%,-5%,-2%
O=C(O)CCC(=O)Nc1ccc(C(=O)OCC(=O)c2ccc(Cl)cc2)cc1,-15,28%,3%,-12%,-4%,8%,-2%
O=C1CCCC2=C1C(c1cccnc1)Nc1ccccc1N2 (stereo unspecified),32,-6%,-3%,-12%,6%,-8%,2%
Clc1ccccc1CN1CCc2nc(N3CCN(c4ncccn4)CC3)ncc2C1,-29,8%,/,/,/,0%,4%
Cc1nc(SCC(=O)NNC(=O)c2cccs2)[nH]c(=O)c1C,-30,-1%,-5%,-21%,45%[activator],3%,0%
O=C(c1cccc(Cl)c1)N1CCC(N2CCC(C(=O)N3CCOCC3)CC2)CC1,-32,-15%,-2%,30%,2%,-4%,3%
Cc1ccc(SC(C)C(=O)NC(N)=O)c(C)c1 (stereo unspecified),-1,2%,-1%,-18%[11.4 µM],-4%,-8%,-2%
O=[N+]([O-])c1ccc(C2OCCO2)cc1CS(=O)(=O)c1ccccc1,-29,6%,7%,-19%,2%,5%,0%
O=C(Nc1ccccc1)C1CCN(c2nccs2)CC1,38,6%,0%,-21%,12%,-8%,-13%
CCc1ncc(CN2CCC(C(=O)Nc3ccc(-n4nc(C)cc4C)cc3)CC2)cn1,-16,3%,0%,69%[activator],0%,-6%,-7%
OCCNc1nc(Nc2cccc(O)c2)nc2ccccc12,?,8%,-2%,-40%,-17%,1%,3%
CC(Oc1ccc2ccccc2c1)C(=O)NNC(=O)Nc1ccccc1F (stereo unspecified),-22,-1%,3%,-29%,100%[activator],3%,3%
CC1=C(C(=O)N2CCOCC2)C(c2ccccc2F)C2=C(CC(C)(C)CC2=O)N1 (stereo unspecified),83,3%,-1%,-8%,-4%,-5%,3%
COc1ccc(CC(=O)N2CCN(c3ccccn3)CC2)cc1OC,3,3%,-8%,-7%,-5%,-10%,-3%
CC1(C)C2CCC1(CS(=O)(=O)N1CCN(c3ccc(F)cc3)CC1)C(=O)C2 (stereo unspecified),-1,-11%,0%,-3%,1%,-3%,-11%
CCC(C)(C)C1CCC2(CC1)NC(=S)N(c1ccccc1)N2 (stereo unspecified),27,-6%,2%,-7%,26%,-3%,-8%
O=C(NCc1ccccc1Cl)C1CCCN1S(=O)(=O)c1ccc(F)cc1 (stereo unspecified),13,9%,0%,-8%,3%,-3%,0%
Cc1nc2c(C(=O)NCc3ccc4c(c3)OCO4)c[nH]n2c(=O)c1Cc1ccccc1F,-8,6%,2%,-33%,68%[activator],-7%,-7%
COCCNC(=O)C(C)OC(=O)c1cc2sccc2n1C (stereo unspecified),-29,-4%,-3%,-8%,28%,1%,-2%
Cc1ccc(OCC(=O)NCC(=O)Nc2ccc(F)cc2)c([N+](=O)[O-])n1,7,5%,-3%,-11%,4%,6%,2%
NS(=O)(=O)c1ccc(NC(=O)CSc2ncccn2)cc1,0,-12%,-4%,-9%,-8%,-7%,3%
COc1ccc2oc(=O)c(C(=O)N3CCN(c4ccc(F)cc4)CC3)cc2c1,-14,-1%,2%,2%,8%,?,-2%
Cc1ccc(NC(=O)CCNCc2ccco2)cc1S(=O)(=O)N(C)C,-4,-3%,1%,-11%[11.4 µM],-4%,-2%,1%
C=CCS(=O)(=O)N1CCCC(C(=O)c2cccc(Cl)c2)C1 (stereo unspecified),13,-35%,6%,-10%,4%,4%,4%
C=CCN(C(=O)CCC(=O)Nc1cc(C)on1)C(C(=O)NC1CCCC1)c1ccc(C)cc1 (stereo unspecified),13,16%,1%,39%,10%,-3%,0%
CCCCn1c(=NC(=O)C(C)(C)Oc2ccc(Cl)cc2)c(C(=O)OCC)cc2c(=O)n3ccccc3nc21,33,3%,/,/,/,6%,-1%
O=C(Nc1nccs1)c1nc[nH]c1C(=O)N1CCN(c2ccccc2)CC1,-20,/,/,-23%,5%,/,4%
Cc1cc(NC(=O)CCCC(=O)NCc2ccccc2)no1,-12,/,1%,-4%,40%[activator],2%,4%
Cc1ccc2c(c1Br)/C(=N/N1C(=O)c3ccccc3C1=O)C(=O)N2,-6,1%,7%,-47%,-1%,-3%,1%
CCCc1nn2c(=O)cc(COC(=O)C3CCCCC3)nc2s1,23,0%,/,/,/,3%,-3%
CSc1nc2sc3c(c2c(=O)[nH]1)CC(C)(C)OC3,-12,-23%,8%,-18%,2%,-11%,-10%
CCOc1ccc(Cl)cc1-c1cc(C(=O)NCc2cccs2)[nH]n1,8,/,/,/,-1%,/,-3%
Cc1ccc(-c2oc3ccccc3c(=O)c2O)cc1,?,-6%,1%,-10%,42%[activator],?,-3%
CCOC(=O)c1c(NC(=O)CSc2ncn[nH]2)sc(C)c1C,12,-1%,1%,-1%,27%,-3%,-3%
CCCN(CCC)S(=O)(=O)c1ccc(C(=O)N2CC3CCC(CC3)C2)cc1,-34,-5%,-1%,-6%,-5%,-5%,-4%
CCOc1ccc(S(=O)(=O)N2CCN(C(=O)C3CSC4(C)CCC(=O)N34)CC2)cc1 (stereo unspecified),3,0%,/,-8%,2%[11.6 µM],?,0%
O=C1C=CN(Cc2ccccc2)CC1,-1,9%,2%,47%,9%,-1%,4%
Cn1c(SCC(=O)Nc2ccccc2F)nc2c([nH]c3ccccc32)c1=O,-15,0%,/,/,/,5%,6%
N#Cc1nc(-c2ccc(OCc3ccc(Cl)cc3)cc2)oc1NCCCn1ccnc1,11,9%,5%,-12%,-11%,0%,4%
O=C(CN(C(=O)CCC(=O)Nc1nccs1)c1ccc2c(c1)OCO2)NCc1ccc(F)cc1,-14,-19%,-4%,0%,3%,2%,4%
Cc1ccc(S(=O)(=O)Nc2cc3c4c(c2)CC(=O)N4CCC3)cc1,18,-5%,/,-22%,-22%,-10%,-8%
CSCCC(NC(=O)c1ccc(Cl)cc1Cl)C(=O)NCc1ccncc1 (stereo unspecified),-7,1%,/,-4%,-2%,-12%,1%
COc1ccc(CN2CCc3c(c(=O)n4ncc(C(=O)N5CCN(c6ccc(F)cc6)CC5)c4n3C)C2)cc1,?,-4%,/,/,/,13%,6%
